RGS7-Gao: human RGS7-Galphao interaction regulation | AID 1439 | binding response (% of control), % at 10 µM | hit rate 0.35% among 220,000 | P09471 | Multiplexed bead flow cytometry, RGS7-Galphao binding; actives lie on both sides; in the data active = binding response below about 49% or above about 150%; inconclusive = no clear call, values can overlap the other calls; inactive = in between;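 note: fluorescent Galphao held in activated GDP-AlF4 state binding bead-coupled RGS7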
Avidin bead fluor: avidin bead compound fluorescence profile. Avidin beads, compound fluorescence 488/530 nm, flow cytometry; hits give high values. fluorescence (KMESF) at 10 µM. hit rate 0.38% among 220,000; in the data active = fluorescence above about 47; note: inactives centre near 10
GSH bead fluor: compound fluoresces at 488/530 nm on GSH beads | GSH beads flow cytometry, compound fluorescence 488/530 nm; hits give high values | fluorescence (KMESF) at 10 µM | hit rate 0.25% among 190,000 | AID 1776; in the data active = fluorescence above about 89;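 note: glutathione beads carrying GST-tagged Bcl family fusion proteins plus one bare bead set; values are compound well signal with DMSO vehicle wells as background; inactives centre near 16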
Bcl-W Bim block: human Bim-Bcl-W interaction inhibition; bead-based flow cytometry, Bim peptide-Bcl-W binding; inhibition, % at 10 µM; hit rate 0.02% among 190,000; AID 952;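 note: 0% = bound tracer without compound and 100% = peptide blocker; higher means less fluorescent Bim peptide bound to Bcl-W beads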
ABCG2 inh: inhibitors of human ABCG2 transporter, ABCB1 counter-screen | IgMXP3 cells, JC-1 efflux, flow cytometry | inhibition, % at 6.6 µM | hit rate 0.1% among 190,000;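 active = inhibition above 80%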;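 note: 0% = DMSO and 100% = nicardipine control wells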
Target sequence (Q9UNQ0 whole entry, looked up): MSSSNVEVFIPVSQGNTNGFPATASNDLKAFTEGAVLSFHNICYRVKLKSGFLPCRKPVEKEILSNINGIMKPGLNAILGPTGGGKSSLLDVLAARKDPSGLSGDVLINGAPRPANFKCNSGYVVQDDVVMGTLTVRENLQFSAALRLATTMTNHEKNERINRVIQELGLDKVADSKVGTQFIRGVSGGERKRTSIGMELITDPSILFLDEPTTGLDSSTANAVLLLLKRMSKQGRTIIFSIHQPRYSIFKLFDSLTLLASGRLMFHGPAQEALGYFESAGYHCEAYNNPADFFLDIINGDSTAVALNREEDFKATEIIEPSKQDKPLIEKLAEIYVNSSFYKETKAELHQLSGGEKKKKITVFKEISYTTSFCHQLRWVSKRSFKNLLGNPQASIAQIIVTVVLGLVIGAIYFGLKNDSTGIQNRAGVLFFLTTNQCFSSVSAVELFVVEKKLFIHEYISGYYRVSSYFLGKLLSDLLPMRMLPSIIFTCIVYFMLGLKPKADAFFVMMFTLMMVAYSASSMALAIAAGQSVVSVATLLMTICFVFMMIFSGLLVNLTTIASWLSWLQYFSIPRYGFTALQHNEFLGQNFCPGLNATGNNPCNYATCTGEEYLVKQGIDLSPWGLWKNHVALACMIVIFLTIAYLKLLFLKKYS
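Times: 10 min at 25 °C | Test system: Two drug-resistant human cell lines, ABCG2 and ABCB1 | Quantity: 3 million cells/mL final, two lines in 1:1 ratio | Signal: Flow cytometry, 530 nm JC-1 signal | Dosing: Compound at 6.6 µM | Controls: Nicardipine and DMSO wells | Reagent: JC-1 as fluorescent efflux pump substrate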
Bfl-1 Bim block: inhibitors of Bim-Bfl-1 interaction, human; Bead-based flow cytometry, Bim-Bfl-1 binding inhibition; AID 1008; hit rate 0.12% among 190,000; inhibition, % at 10 µM; Q16548;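 note: 0% = wells without compound plus tracer and 100% = blocker peptide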
Bim-Bcl-XL: disrupts Bim peptide binding to human Bcl-XL; Q07817; bead flow cytometry, fluorescence; inhibition, % at 10 µM; hit rate 0.04% among 190,000; AID 1007
Target sequence (Q07817 whole entry, looked up): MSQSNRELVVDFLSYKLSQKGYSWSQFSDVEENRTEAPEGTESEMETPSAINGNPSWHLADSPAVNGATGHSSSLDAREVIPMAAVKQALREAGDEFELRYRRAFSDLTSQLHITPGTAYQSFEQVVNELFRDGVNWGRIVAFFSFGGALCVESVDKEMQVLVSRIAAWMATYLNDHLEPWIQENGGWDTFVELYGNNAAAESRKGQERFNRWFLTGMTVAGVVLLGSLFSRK
RGS4-Gao reg: modulates binding of RGS4 to human Galphao | AID 1415 | Multiplexed bead flow cytometry; actives lie on both sides | hit rate 0.33% among 220,000 | binding response (% of control), % at 10 µM | P09471; in the data active = binding response below about 49% or above about 150%; inactive = in between;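 note: fluorescent Galphao activated with aluminum fluoride binding bead-coupled RGS4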
Bcl-B Bim block: disrupts Bim peptide binding to human Bcl-B; hit rate 0.073% among 190,000; Q9HD36; inhibition, % at 10 µM; bead-based flow cytometry;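 note: 0% = tracer peptide without compound and 100% = reference inhibitor peptide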
Target sequence (Q9HD36 whole entry, looked up): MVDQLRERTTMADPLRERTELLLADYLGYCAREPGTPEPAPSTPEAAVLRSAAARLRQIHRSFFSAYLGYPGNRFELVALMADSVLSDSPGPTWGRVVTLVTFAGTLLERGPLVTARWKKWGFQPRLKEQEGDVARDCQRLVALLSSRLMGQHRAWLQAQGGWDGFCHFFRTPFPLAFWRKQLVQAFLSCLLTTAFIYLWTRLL
Bim-Bcl-2: inhibitors of Bim-Bcl-2 interaction, human | P10415 | Bead-based flow cytometry, Bim peptide-Bcl-2 binding | inhibition, % at 10 µM | hit rate 0.06% among 190,000 | AID 950; in the data active = inhibition above about 40%; inconclusive = no clear call, values can overlap the other calls;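 note: 0% = no compound wells with probe peptide and 100% = reference peptide inhibitor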
ABCB1 block: blocks JC-1 efflux by human ABCB1 transporter | CCRF-Adr cells, flow cytometry | P08183 | inhibition, % at 6.6 µM | hit rate 0.067% among 190,000; in the data active = inhibition above about 40%;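 note: 0% = vehicle and 100% = reference inhibitor; higher value means more JC-1 retained so stronger ABCB1 efflux block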
* = called active by the depositor; ? = inconclusive; / = no result given. Cut-off read from the data, not from the text of the source, unless noted: active = inhibition above about 40%.

The line under a structure holds: RGS7-Gao	Avidin bead fluor	GSH bead fluor	Bcl-W Bim block	ABCG2 inh	Bfl-1 Bim block	Bim-Bcl-XL	RGS4-Gao reg	Bcl-B Bim block	Bim-Bcl-2	ABCB1 block
- O=C(CSc1cccs1)Nc1cccc2ccccc12
→ 97	15	9	-1	17	-4	-5	95	-5	-2	0.0
- COc1ccc(Cl)c2c1[nH]c1nc(SCc3cccnc3)nnc12
→ 111	20	16	-3	0	-3	-7	100	-10	-2	0.0
- O=C(Cc1ccc(Cl)cc1)NNS(=O)(=O)c1ccc([N+](=O)[O-])cc1
→ 124	44	7	-2	7	0	-4	109	-6	0	0.9
- CCCCN(C)CCC(=O)Nc1ccc(F)c(F)c1
→ 102	18	18	-4	3	-11	-7	100	-10	-6	0.3
- O=[N+]([O-])c1ccc(-c2csc(N/N=C/c3cccnc3)n2)cc1
→ 87	8	8	-5	2	-7	-3	98	-4	-9	-0.2
- Cn1cc(S(=O)(=O)Nc2ccc(Br)cc2F)c(=O)n(C)c1=O
→ 101	5	21	1	2	-4	1	106	0	-3	0.6
- CCC(=C(c1ccc(OC)cc1)c1ccc(OC)cc1)c1cn(CC(O)CN(CCO)CCO)c2ccccc12 (stereo unspecified)
→ 104	10	22	-1	2	3	1	104	2	0	1.2
- O=C(Cn1cnc2ccccc2c1=O)c1cccs1
→ 97	14	29	-2	1	-13	-3	103	-5	-12	-0.3
- N#CC(C#N)=c1ccc2c(c1)N1C3=C(CCCC3)CC3CCCCC31N=2 (stereo unspecified)
→ 99	14	21	-1	9	4	1	99	-14	4	7.7
- COc1ccc(-c2nc(N)n(C(=O)Cc3ccccc3)n2)cc1
→ 97	7	19	0	1	0	0	99	0	-1	0.6
- COc1ccccc1-c1cc(C(=O)Nc2ccc(F)cc2F)no1
→ 100	10	23	-4	14	-18	-8	98	-9	-8	0.9
- COc1ccc(CNC(=O)C(NS(=O)(=O)c2ccc3c(c2)CCCN3C(C)=O)C(C)C)cc1 (stereo unspecified)
→ 97	8	15	-5	-2	-10	-5	95	-5	-11	-0.8
- COc1cccc(CNn2cnnc2)c1O
→ 97	8	15	0	3	1	-4	95	-3	0	1.4
- O=C(c1ccc(C(F)(F)F)cc1)C1CCCN(C(=O)c2cnccn2)C1 (stereo unspecified)
→ 105	2	11	-3	0	-6	-3	95	-3	0	1.0
- CCOc1ccc(CC(=O)Nc2nccs2)cc1OCC
→ 101	11	10	0	1	0	2	100	-1	-2	0.4
- COc1ccc2c(CC(=O)NCc3ccc4c(c3)OCO4)coc2c1
→ 97	15	16	-5	3	-4	-1	94	-4	-5	0.8
- CCOC(=O)CCC(=O)OCC(=O)NC(C)C1CC2CCC1C2 (stereo unspecified)
→ 101	25	18	-3	4	-5	-7	101	0	0	0.3
- CCOC(=O)c1sc(NC(=S)NC(=O)CC(C)C)cc1C
→ 98	13	30	0	34	-17	-5	105	-6	-6	-0.4
- Cc1cc(C)n(CC(O)Cn2c3ccccc3c3ccccc32)c(=O)n1 (stereo unspecified)
→ 99	9	29	2	1	-9	-10	101	-3	-6	0.5
- CC(C)Cn1c(=O)c2c(nc3n2CCCN3CCc2ccccc2)n(C)c1=O
→ 96	5	257*	0	4	-5	-15	98	-3	2	0.9
- COc1ccc(NC(=O)N2CCCCC2)cc1
→ 104	19	34	2	0	-12	-3	107	-4	-7	1.1
- N=C1S/C(=C\c2ccccc2)C(=O)N1c1ccc(F)cc1
→ 104	7	20	-6	-2	-15	-9	104	-13	-9	-0.5
- O=C(CN1CCN(c2ncccn2)CC1)Nc1ccccc1C(F)(F)F
→ 101	9	13	2	11	3	-1	98	-2	-2	1.1
- COc1cccc(C2c3[nH]c4ccccc4c3CCN2CCCn2cccn2)c1 (stereo unspecified)
→ 100	3	11	2	14	-7	-4	99	-6	-5	5.9
- Cc1ccc(-c2n[nH]c(=S)n2-c2ccccc2)cc1
→ /	/	14	0	-1	25	2	/	-40	10	-0.4
- COC(=O)CC/C(O)=C1\C(=O)CC(C)(C)CC1=NCCc1nc2ccccc2[nH]1
→ 102	9	13	-5	28	-4	1	100	-7	0	0.2
- COc1ccc(C)cc1NC(=O)c1ccc(S(=O)(=O)N2CCOCC2)cc1
→ 109	12	9	0	1	1	0	103	1	0	0.1
- CCc1cccc(C)c1NC(=O)CN1C(=O)c2ccccc2S1(=O)=O
→ 94	4	17	1	-4	1	1	94	2	6	-2.6
- CCn1cc(CN2CCCC(CO)(Cc3cccc(Cl)c3)C2)cn1 (stereo unspecified)
→ 102	11	13	-2	1	-7	-2	102	-5	-1	0.3
- COc1ccc(C2CC(c3ccc4ccccc4c3)=NN2C(=O)CN2C(=O)CCC2=O)cc1 (stereo unspecified)
→ ?	14	10	-1	1	-5	-5	102	0	-4	3.4
- COC(=O)C(NC(C)=O)(Nc1nc2ccc(S(C)(=O)=O)cc2s1)C(F)(F)F (stereo unspecified)
→ 94	3	57	-4	3	-5	-1	97	-5	-4	0.7
- O=C(N/N=C/c1c(Nc2cccc(C(F)(F)F)c2)nc2ccccn2c1=O)c1ccccc1[N+](=O)[O-]
→ 89	13	20	-6	0	-10	-5	90	-11	-2	0.2
- CC(C)CNC(=O)/C=C/c1cccs1
→ 94	13	12	-7	-1	-8	-9	94	-14	-10	0.4
- CCCS(=O)(=O)N1CCC(C(=O)N2CCc3ccccc3C2)CC1
→ 99	8	19	-3	1	-2	-1	99	-2	-3	0.6
- O=C(Oc1c(Cl)cc(Cl)c2ccccc12)N1CCCC1
→ 102	7	24	-2	1	1	-1	102	-5	-4	0.5
- CCCN1CCC(NC(=O)Nc2ccc(F)cc2F)CC1
→ 102	7	20	-3	4	-3	-1	101	-4	-5	0.4
- CC(C)(C)C(=O)Nc1ccc(Oc2ccc3c(c2)C(=O)N(c2ccc(O)cc2)C3=O)cc1
→ 101	8	40	2	10	-12	-9	103	-7	-8	-0.6
- Cc1ccc(CN=C2NC(=O)C(CC(=O)NCCc3ccccc3)S2)cc1 (stereo unspecified)
→ 105	26	11	0	2	-8	0	104	-2	-4	0.7
- CCC(C)NC(=S)N(CCc1ccccc1)Cc1cc2cc(OC)c(OC)cc2[nH]c1=O (stereo unspecified)
→ 102	6	13	/	4	/	/	104	/	?	1.9
- COc1cc(C)nc(OCCNC(=O)COc2ccc(Cl)cc2C)n1
→ 100	6	35	0	3	-11	0	102	-8	-6	1.1

Marked active in GSH bead fluor (from the list above):
| Molecule | RGS7-Gao | Avidin bead fluor | GSH bead fluor | Bcl-W Bim block | Bfl-1 Bim block | Bim-Bcl-XL | RGS4-Gao reg | Bcl-B Bim block | Bim-Bcl-2 | ABCB1 block |
| --- | --- | --- | --- | --- | --- | --- | --- | --- | --- | --- |
| CC(C)Cn1c(=O)c2c(nc3n2CCCN3CCc2ccccc2)n(C)c1=O | 96 | 5 | 257* | 0 | -5 | -15 | 98 | -3 | 2 | 0.9 |

New compounds follow
The line under a structure holds: RGS7-Gao	Avidin bead fluor	GSH bead fluor	Bcl-W Bim block	ABCG2 inh	Bfl-1 Bim block	Bim-Bcl-XL	RGS4-Gao reg	Bcl-B Bim block	Bim-Bcl-2	ABCB1 block
- CC(C)N(C)C(=O)c1ccc(OC2CCN(CCc3ccccc3)CC2)cc1
→ 109	2	14	-2	-2	-5	-3	102	-8	-1	0.1
- Cc1ccc(C)c(NC(=O)Cn2c(=O)n(-c3ccc(CC(=O)NCC4CCCO4)cc3)c(=O)c3ccccc32)c1 (stereo unspecified)
→ 103	11	11	0	1	-5	-2	104	-3	0	-0.1
- Cc1[nH]c2ccccc2c1C1=CN2CCS(=O)(=O)N=C2S1
→ 97	8	57	5	1	-11	-13	96	-5	-6	0.4
- Cc1cc(C)n2nc(SCc3cc(=O)oc4ccc5ccccc5c34)nc2n1
→ 94	8	29	-3	-4	3	-1	90	1	3	-6.3
- Cc1ccc(/C=N/NC(=O)CNC(=O)c2ccc(C)c([N+](=O)[O-])c2)o1
→ ?	9	19	0	4	2	-2	102	-1	0	0.3
- CC1=Nc2ccccc2/C1=C/c1c(N)n2c(S(=O)(=O)CC(C)C)nsc2nc1=O
→ 96	17	10	-1	-1	-2	-3	100	-5	2	-0.8
- Cc1nn(CC(O)Cn2c3c(c4ccccc42)CCN(C)C3=O)c(C)c1Br (stereo unspecified)
→ 91	9	10	-1	1	-7	-5	94	-5	-9	-3.2
- Cn1c(SCC(=O)N2CCCC2=O)nnc1-c1ccccc1F
→ 104	40	12	-2	1	-11	-3	100	-7	-3	0.2
- COc1ccc(OCC(=O)N2CCOCC2)cc1
→ 103	7	19	1	0	-11	-4	96	-4	-2	0.0
- CC1CCN(c2c(NCC3CCC(C(=O)N4CCCCC4)CC3)c(=O)c2=O)CC1 (stereo unspecified)
→ 86	7	19	3	0	-5	0	90	-1	-1	0.0
- CC1=C(n2nnc([N+](=O)[O-])n2)C(c2cccnc2)C(C#N)=C(N)O1 (stereo unspecified)
→ 98	4	8	-1	13	-1	0	99	-1	1	1.0
- CCOc1ccc(C(C)=O)cc1CN1C(=O)NC2(CCCCC2C)C1=O (stereo unspecified)
→ 114	9	12	0	6	-2	2	115	-1	-3	1.7
- COc1ccc(C(=O)CSc2nc3c(c(=O)n(C)c(=O)n3C)n2C)cc1
→ 98	15	18	-1	-4	-5	-4	98	0	-5	-1.7
- Cc1cccc(-n2nnnc2SC(C)C(=O)NCCC2=CCCCC2)c1 (stereo unspecified)
→ 97	6	68	0	0	-5	-1	101	-2	-1	0.4
- O=C(c1cc2ccccc2o1)N1CCN=C1SCc1cccc(F)c1
→ 106	6	18	0	-3	-14	-5	109	-9	-7	-1.7
- CCOC(=O)C1=C(C)NC(=S)NC1c1ccc(-c2cccc(Cl)c2C)o1 (stereo unspecified)
→ 98	12	16	0	28	10	-3	97	-8	-2	1.7
- O=C(NC1CCOC1)c1ccc(OC2CCN(CCc3ccccc3)CC2)cc1 (stereo unspecified)
→ 98	9	9	-2	1	-4	-3	98	-1	-2	0.5
- COc1ccc(NC(=S)N2CCN(Cc3ccc(C)cc3)CC2)cc1
→ 106	8	21	-1	2	-3	-2	100	-4	-2	1.2
- CCOc1ccccc1OCc1nn2c(-c3ccc(C)cc3)nnc2s1
→ 104	21	26	-4	44	-15	-10	100	-10	-9	1.3
- O=C(O)C1C2C=CC(C2)C1C(=O)NC1CCS(=O)(=O)C1 (stereo unspecified)
→ 97	16	24	-4	2	-4	-1	96	0	-2	0.5
- C#CCOCCOCCOCCNc1nc(N2CCN(C(=O)[C@H](Cc3cc4ccccc4[nH]3)n3cc([C@@H](N)C(C)CC)nn3)CC2)nc(N2CCN(C(=O)[C@H](CCCCN)n3cc([C@@H](N)CO)nn3)CC2)n1 (stereo partly specified)
→ 101	8	21	-3	0	1	-4	103	-1	0	-0.1
- Cc1ccc(-c2csc(-c3c[nH]c4ccccc34)n2)cc1
→ 93	8	12	3	1	-10	-2	97	-6	-12	0.4
- COc1ccc(S(=O)(=O)Nc2cc(C)c(O)cc2C(C)C)cc1
→ 110	12	15	-1	0	3	1	104	-1	-2	-0.1
- Cc1cc2sc(C(=O)O)c(C)c2s1
→ 103	33	20	0	1	-5	-6	98	-4	-10	0.4
- Cc1c(CNCCC2=CCCCC2)c(C(=O)O)c(C)n1Cc1ccccc1
→ 105	9	10	0	1	-3	-6	102	-3	-3	-0.3
